# Compound activity: PubChem BioAssay, several laboratories
# Ins promoter up – MIN6 insulin promoter up-regulation; MIN6 insulin promoter-GFP reporter, high-content imaging; active compounds read high; z-score at 5 µM; hit rate 0.3% among 190,000;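 active means z-score above 3 at 5 µM with at least 500 cells counted in the well; inconclusive means wells under 500 cells, flagged as cytotoxic or low count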
# HIV peptide binding – inhibitors of HIV fusion peptide binding, primary screen, biochemical, uHTS, fluorescence dequenching (AID 1986) | cell-free peptide binding, fluorescence dequenching, 30 min; higher % means a stronger effect | inhibition, % at 20 µM; hits with a dose series show IC50 in µM | hit rate 0.3% among 290,000; in the data active means inhibition mostly above about 52%, no sharp cut-off; inactive means mostly below about 76%; further: some results filed as inactive read as strong as hits
# bCat nuc transl – modulators of beta-catenin nuclear translocation; AID 1665; HeLa beta-catenin nuclear translocation, immunofluorescence imaging; hit rate 0.3% among 190,000; nuclear translocation activity, % at 5 µM;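 active means nuclear translocation activity above 50% at 5 µM, with a well cell count of 50 or more; inconclusive means wells under 50 cells across six images, flagged as toxic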;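 further: per-cell ratio of nuclear to cytoplasmic median beta-catenin stain intensity; plate controls were DMSO negative control for no effect and GSK-3 inhibitor IX positive control for full effect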
#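 Technique: fluorescence imaging of beta-catenin antibody stain plus DAPI / Material: human HeLa cell line / Incubation: compound treatment 24 h, 37°C, 5% CO2 / Read-out basis: % activation of per-cell nuclear versus cytoplasmic median beta-catenin signal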
# Yfh1-depleted yeast – enhancers of respiration in Yfh1-depleted yeast, dose response, Friedreich's ataxia, plus single-dose screen (AID 1465). hit rate 0.074% among 220,000. fold induction at 50 µM, or EC50 in µM where a hit was titrated. S. cerevisiae Yfh1-off respiration, WST-1 reduction, 72 h; higher fold induction means a stronger effect;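 active means fold induction of absorbance versus untreated yeast above a set limit, then at least 30% activation at any dose in follow-up; inconclusive means repeats straddling the limit, or above it without dose testing; inactive means fold induction below the set limit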;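 further: activators that raise dye reduction in frataxin-depleted yeast; strong numbers were not always called active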
# AID2073 – disruptors of CaV2.2 binding to Mint1 – biochemical, HTRF (AID 2073); hit rate 0.19% among 290,000; HTRF protein-protein interaction, Mint1-CaV2.2; higher % means a stronger effect; one-dose inhibition, % at 20 µM; IC50 in µM for titrated hits; in the data active means inhibition mostly above about 51%, no sharp cut-off; inconclusive means no clear call, values can overlap the other calls; inactive means mostly below about 53%; further: some results filed as inactive read as strong as hits
# MT stabilize HCS – microtubule stabilization, imaging screen; hit rate 0.83% among 200,000; % tubulin-high responders, % at 10 µM; AID 2205; HeLa tubulin immunostaining HCS, 24 h; share of cells brighter than vehicle mean+2SD;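 active means plate Z-score above 3 for both tubulin-high and condensed-nucleus cell shares, with cell loss under 80%, at 10 µM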;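 further: anti alpha tubulin signal scored within the nucleus-defined area of each cell; some results filed as inactive read as strong as hits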
# Autophagy HCS – alters autophagy in cells | AID 463193 | MEF GFP-LC3 puncta imaging; test concentration mostly 10 µM | calls only at 10 µM (by protocol) | hit rate 0.98% among 190,000;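 active means percentage of spot-positive cells more than 3 SD above its plate mean, without a fluorescence outlier flag or 80% toxicity; inconclusive means no clear call, values can overlap the other calls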;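 further: spot-positive cell cutoff set from DMSO-treated cells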
# Dynein transport – dynein cargo transport inhibition; hit rate 0.47% among 220,000; 3617.4 mouse cells, GR-EGFP nuclear translocation imaging; test concentration mostly 20 µM; stimulated with dexamethasone, 1 µM; active compounds read low; AID 1381; z-score, hits read low;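 active means plate z-score of nuclear minus cytoplasmic receptor signal below a set negative limit, without overly bright fluorescence or cell loss, cut at about -3.5 in these data, passing the limit was not always enough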;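 further: z-score of nuclear minus cytoplasmic ring GR-EGFP intensity difference per well; some compounds called inactive have numbers as strong as hits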
#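 Buffer or medium: tetracycline-free induction medium containing charcoal-stripped FBS / Reagent: dexamethasone agonist, 1.0 µM final, for 30 min / Technique: automated 10x imaging of fixed Hoechst-stained cells / Times: induction 48 h, compound 1 h, agonist 30 min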
# WT yeast gro inh – growth inhibition of WT yeast, mitochondrial fusion screen. mitochondrial fusion phenotypic screen, WT strain. inhibition, % at 10 µM. hit rate 2.1% among 190,000; in the data active means inhibition above about 58%; tested in S. cerevisiae
# WT yeast gro inh mutant strain – recorded beside WT yeast gro inh, whose call it bears; inhibition, %; mitochondrial fusion phenotypic screen, mutant strain inhibition
# Dynein transport cytoplasmic EGFP – recorded beside Dynein transport, whose call it bears; z-score; measured here: cytoplasmic GR-EGFP intensity; active compounds read high
# Dynein transport nuclear GR-EGFP – further read-out of Dynein transport, marked with its call; z-score; measured here: nuclear GR-EGFP intensity;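 lower value marks the stronger effect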
# Dynein transport cell count – recorded beside Dynein transport, whose call it bears; z-score; measured here: cell count per field
# Ins promoter up cell count – also measured in Ins promoter up; calls as there; cell count; measured here: cytotoxicity, nuclei count;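 total cells summed across four imaged fields per well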
# bCat nuc transl cell count 5 µM – recorded beside bCat nuc transl, whose call it bears; cell count; measured here: cell count, cytotoxicity flag
# MT stabilize HCS Hoechst-high % – further read-out of MT stabilize HCS, marked with its call; % Hoechst-high responders; measured here: nuclear condensation Hoechst responders;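 share of cells brighter than vehicle mean plus two SD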
# MT stabilize HCS cytotoxicity % – second read-out of MT stabilize HCS, no call of its own (marks repeat the call); toxicity, %; measured here: cytotoxicity by cell density;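 0% = mean cell density of plate MIN control wells and 100% = no cells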
# Autophagy HCS cell loss 18 h – second read-out of Autophagy HCS, no call of its own (marks repeat the call); toxicity, %; measured here: cell loss, nuclei count;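 cell loss after 18 h compound exposure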
# The depositor's hits bear a star; i = inactive; u = inconclusive; x = no result given; + = active, no number.
cpd | Compound | Yfh1-depleted yeast | WT yeast gro inh mutant strain | Dynein transport cytoplasmic EGFP | Dynein transport cell count | Dynein transport nuclear GR-EGFP | Ins promoter up cell count | Ins promoter up | MT stabilize HCS Hoechst-high % | MT stabilize HCS cytotoxicity % | MT stabilize HCS | bCat nuc transl cell count 5 µM | Autophagy HCS cell loss 18 h | AID2073 | WT yeast gro inh | Autophagy HCS | HIV peptide binding | Dynein transport | bCat nuc transl
1 | Cc1c(NC(=O)c2cc3c(s2)-c2ccccc2OC3)cccc1[N+](=O)[O-] | i | -18 | -0.25 | 0.63 | 0.37 | 1457 | 0.21 | 3.5 | 2.6 | 4.4 | 1005 | -3.7* | -1% | 13 | + | -3.2% | -0.79 | -0.9
2 | CCN(C(=O)c1cc2cccc(OC)c2oc1=O)C1CCCCC1 | i | 4 | -0.22 | -0.63 | -0.0093 | x | x | 1.5 | 2.2 | 2.6 | 524 | -9 | 10% | 1 | i | -0.9% | -0.51 | 3.6
3 | CCOc1ccc(-c2noc(-c3cccnc3)n2)cc1OC | x | 4 | -0.29 | -0.55 | 0.15 | 1102 | 0.93 | 2.8 | 3.0 | 6.0 | 954 | -14 | 16% | 3 | i | -3.6% | -0.12 | -5.6
4 | O=C(CCN1C(=O)C2C3CCC(C3)C2C1=O)OCC(=O)c1cccc([N+](=O)[O-])c1 (stereo not drawn) | i | -18 | -0.23 | 0.1 | -0.21 | 1269 | -0.34 | 2.2 | 6.0 | 2.5 | x | 15 | 10% | -8 | i | 0.6% | -0.46 | x
5 | Cc1cccc(NC(=O)c2sc3nc4c(c(-c5cccs5)c3c2N)CN(C)CC4)c1 | i | 0 | 7.8 | -0.099 | 0.86 | 1095 | -1.6 | 1.7 | 7.6 | 3.1 | 1169 | -1 | 12% | 1 | i | 8.2% | -1.7 | -0.8
6 | CC(Oc1ccc(Cl)cc1)C(=O)N/N=C/c1ccsc1 (stereo not drawn) | i | 22 | -0.24 | -0.32 | 0.64 | 1284 | 0.02 | 2.5 | 8.0 | 1.7 | 430 | 8 | 6% | 7 | i | -3.7% | 0.9 | 6.0
7 | CCOc1ccc(C(=O)N/N=C/c2cc(Cl)ccc2[N+](=O)[O-])cc1 | i | 8 | -0.25 | 0.78 | -0.036 | 1239 | 0.12 | 2.1 | 5.2 | 3.9 | 442 | 3 | 6% | 13 | i | -2.3% | -0.38 | 5.6
8 | CCOc1nc(Oc2cccc(C(=O)O)c2)nc(Oc2cccc(C(=O)O)c2)n1 | i | -9 | -0.22 | 0.069 | 0.93 | 1095 | 0.14 | 2.1 | 5.8 | 3.2 | 1129 | -29 | -3% | -6 | i | -3.6% | 0.23 | 1.3
9 | S=c1[nH]nc(-c2ccc3ccccc3n2)n1Cc1ccccc1 | i | -3 | -0.27 | 0.66 | -0.66 | 1339 | -0.48 | 3.8 | 9.9 | 2.4 | 547 | -17 | 36% | 6 | i | -2.4% | -0.45 | -1.6
10 | O=C(N/N=C/c1cn(Cc2ccccc2)c2ccccc12)c1ccncc1 | i | -8 | -0.25 | -0.0049 | 0.21 | 1286 | -0.27 | 2.9 | 10 | 3.7 | 964 | -28 | 10% | 3 | i | -4.1% | 0.1 | 1.3

# 3 compounds picked at random from the list so far, as already listed:
cpd | Compound | Yfh1-depleted yeast | WT yeast gro inh mutant strain | Dynein transport cytoplasmic EGFP | Dynein transport cell count | Dynein transport nuclear GR-EGFP | Ins promoter up cell count | Ins promoter up | MT stabilize HCS Hoechst-high % | MT stabilize HCS cytotoxicity % | MT stabilize HCS | bCat nuc transl cell count 5 µM | Autophagy HCS cell loss 18 h | AID2073 | WT yeast gro inh | Autophagy HCS | HIV peptide binding | Dynein transport | bCat nuc transl
8 | CCOc1nc(Oc2cccc(C(=O)O)c2)nc(Oc2cccc(C(=O)O)c2)n1 | i | -9 | -0.22 | 0.069 | 0.93 | 1095 | 0.14 | 2.1 | 5.8 | 3.2 | 1129 | -29 | -3% | -6 | i | -3.6% | 0.23 | 1.3
9 | S=c1[nH]nc(-c2ccc3ccccc3n2)n1Cc1ccccc1 | i | -3 | -0.27 | 0.66 | -0.66 | 1339 | -0.48 | 3.8 | 9.9 | 2.4 | 547 | -17 | 36% | 6 | i | -2.4% | -0.45 | -1.6
2 | CCN(C(=O)c1cc2cccc(OC)c2oc1=O)C1CCCCC1 | i | 4 | -0.22 | -0.63 | -0.0093 | x | x | 1.5 | 2.2 | 2.6 | 524 | -9 | 10% | 1 | i | -0.9% | -0.51 | 3.6

# (more compounds)
cpd | Compound | Yfh1-depleted yeast | WT yeast gro inh mutant strain | Dynein transport cytoplasmic EGFP | Dynein transport cell count | Dynein transport nuclear GR-EGFP | Ins promoter up cell count | Ins promoter up | MT stabilize HCS Hoechst-high % | MT stabilize HCS cytotoxicity % | MT stabilize HCS | bCat nuc transl cell count 5 µM | Autophagy HCS cell loss 18 h | AID2073 | WT yeast gro inh | Autophagy HCS | HIV peptide binding | Dynein transport | bCat nuc transl
11 | O=C(CSc1nnc(C2COc3ccccc3O2)o1)N1CCN(c2ccccc2)CC1 (stereo not drawn) | i | 15 | -0.26 | 0.5 | -0.25 | 1260 | -1.1 | 2.6 | 6.3 | 1.6 | 1083 | 17 | 6% | 10 | i | -0.1% | -1.3 | -0.7
12 | O=C(NCc1ccccc1)c1ccc(OC2CSC2)cc1 | i | -22 | 0.72 | -1.7 | 1.1 | 1123 | 0.5 | 1.6 | 4.3 | 4.6 | 1080 | -3 | -20% | -7 | i | -0.2% | 2.1 | -1.1
13 | O=C(O)c1ccccc1N(Cc1ccccc1)C(=O)CO/N=C/c1ccccc1 | i | -3 | -0.28 | 0.83 | -0.56 | 1323 | 0 | 2.7 | 6.0 | 3.4 | 930 | 1 | -4% | -13 | i | 6.6% | -0.86 | 0.2
14 | C=CCNC(=O)CC1C(=O)NCCN1Cc1ccc(-c2ccccc2)cc1 (stereo not drawn) | u | -18 | -0.23 | -0.3 | 0.52 | 1485 | -0.12 | 0.6 | 5.4 | 3.6 | 1459 | 12 | -11% | -8 | i | 0.3% | 0.045 | 2.3
15 | COc1ccc(/C=N/NC(=O)CN2CCN(Cc3ccccc3)CC2)cc1Br | i | x | -0.27 | 0.88 | -0.5 | 1464 | -0.27 | x | x | x | 997 | x | -16% | x | x | -0.6% | -0.61 | 0.2
16 | Cc1ccc(C)c(N(CC(=O)NCc2ccco2)C(=O)CCC(=O)Nc2ccccn2)c1 | i | 6 | 0.084 | -0.16 | -0.32 | x | x | 1.9 | 4.1 | 3.3 | 1234 | 0 | 4% | -7 | i | 1.2% | 0.64 | -2.0
17 | COc1cc(NC(=S)NC(=O)c2ccccc2F)ccc1NC(=O)c1ccco1 | i | -20 | -0.066 | -0.84 | 0.68 | 1155 | -0.76 | 39* | 27* | 15* | 941 | -3 | -6% | -2 | i | 0.1% | 1.2 | 0.2
18 | Cc1ccc2nsnc2c1NC(=O)CCc1ccccc1 | i | -15 | -0.29 | 1.2 | -0.95 | 1406 | -0.31 | 2.5 | 1.1 | 2.7 | 1038 | -1 | 22% | -8 | i | 1.6% | -1 | -1.7
19 | COc1ccccc1Cc1nc(-c2ccncc2)no1 | i | -23 | -0.24 | 0.99 | -1 | 1471 | -0.07 | 2.7 | 5.4 | 2.4 | 1105 | -2 | 6% | -12 | i | 1.7% | -1.1 | -1.1
20 | Cc1cccc2cc(CN(C(=S)NCC(C)C)C3CCCC3)c(=O)[nH]c12 | i | 1 | -0.2 | 0.017 | 0.012 | 1538 | 0.02 | 3.8 | 13 | 2.5 | 1108 | -10 | -28% | 6 | i | 0.3% | 0.07 | 0.7
21 | Cc1ccc(NC(=O)CCNC(=O)c2ccc(Cl)cc2)cc1F | i | -27 | -0.31 | 0.64 | -0.53 | 1433 | -0.24 | 1.8 | 0.3 | 2.4 | 918 | 9 | 3% | -4 | i | -1.8% | -0.29 | -0.4
22 | CCC1=C(OC(=O)N(CC)CC)N2C(=O)OC(=NCC(=O)OC)[C@]2(Cc2ccccc2)[C@H]2C1=CC[C@H]1C(=O)N(c3ccccc3)C(=O)[C@H]12 | i | x | -0.83 | -0.066 | 0.14 | 1048 | -0.04 | x | x | x | 1095 | x | 9% | x | x | -0.1% | 0.18 | -1.6
23 | COc1ccc(C(C)=O)cc1COC(=O)c1cnc(Cl)c(Cl)c1 | i | -16 | -0.37 | 1.6 | -0.85 | 1254 | -0.33 | 2.2 | 2.2 | 2.1 | 1058 | -11 | -1% | -14 | i | -0.1% | -0.76 | 2.3
24 | CC(=O)Nc1nc2ccccc2[nH]1 | i | -10 | -0.21 | -0.6 | 0.2 | 1313 | 0.36 | 1.1 | 2.8 | 1.4 | 1119 | 14 | 18% | 0 | i | 1.1% | 0.01 | -0.7
25 | COc1ccccc1N1CC(C(=O)Nc2nnc(SCc3ccccn3)s2)CC1=O (stereo not drawn) | i | -5 | -0.28 | 0.37 | 0.18 | 1404 | -0.22 | 3.3 | 11 | 3.3 | 1058 | 3 | -5% | -4 | i | 1.4% | 0.22 | 0.5

# Four compounds out of the list above, ordered by the value under Dynein transport nuclear GR-EGFP, descending:
no. | mol | Dynein transport nuclear GR-EGFP
24 | CC(=O)Nc1nc2ccccc2[nH]1 | 0.2
25 | COc1ccccc1N1CC(C(=O)Nc2nnc(SCc3ccccn3)s2)CC1=O (stereo not drawn) | 0.18
22 | CCC1=C(OC(=O)N(CC)CC)N2C(=O)OC(=NCC(=O)OC)[C@]2(Cc2ccccc2)[C@H]2C1=CC[C@H]1C(=O)N(c3ccccc3)C(=O)[C@H]12 | 0.14
23 | COc1ccc(C(C)=O)cc1COC(=O)c1cnc(Cl)c(Cl)c1 | -0.85
